Source: PubChem
APJ antag – antagonists of human apelin receptor APJ, primary screen, CHO-K1 cells, beta-arrestin complementation, luminescence | P35414 | inhibition, % at 20 µM | 330,000 tested, 0.32% active | AID 2521, 2010;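 active = inhibition above about 40% at 20 µM, limit read from the data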;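 also: cells challenged with 10 nM apelin-13 agonist together with compound; plate controls were apelin-13 plus DMSO wells for no effect and DMSO wells lacking apelin-13 for full effect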
CCR6 antagonist – CCR6 receptor antagonists, primary screen, cell-based, CHO-K1, luminescence, beta-arrestin, uHTS. C-C chemokine receptor type 6 (Homo sapiens), P51684. CHO-K1 CCR6 PathHunter beta-arrestin, CCL20-stimulated. inhibition, % at 20 µM. 340,000 tested, 0.49% active. AID 493098, 2011;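 active = compounds whose inhibition of the agonist-driven luminescence signal at 20 µM reaches about 50%, limit read from the data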;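 also: cells stimulated with CCL20 at 14 nM final; plate controls were DMSO with CCL20 for no effect and DMSO without agonist for full effect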
CHOP UPR activ – activators of apoptotic CHOP UPR arm, primary screen, cell-based, CHO-CHOP luciferase reporter, luminescence, uHTS | UPR activation; percent of tunicamycin response over DMSO baseline | activation, % at 10 µM | 330,000 tested, 0.34% active;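 active = at 10 µM dose, activation of 40% or more, normalized to positive control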;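 also: 100% = tunicamycin at 10 µg/mL and 0% = DMSO alone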
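assay system = CHO CHOP reporter cells | amount = 500 CHO-CHOP cells per well | buffer or medium = F12 with 10% FBS | incubation = 16-18 h cell attachment, then 6 h compound exposure, 37 °C | detection = luminescence read with Steady-Glo | read-out = percent activation relative to tunicamycin control | controls = tunicamycin high control, DMSO low control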
EBI2 block – EBI2 receptor antagonists, beta-arrestin recruitment, primary screen, cell-based, luminescence, 7a,25-OHC stimulation, uHTS. AID 651636, 2012. 7a,25-OHC stimulated. inhibition, % at 5 µM. 360,000 tested, 0.81% active. G-protein coupled receptor 183 (Homo sapiens), P32249; in the data active = inhibition above about 38%;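 also: enzyme fragment complementation signal reports receptor beta-arrestin coupling in cells; 0% = agonist plus DMSO wells and 100% = wells without agonist; some results beyond the cut were filed as inactive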
tim23-1 inh – growth inhibitors of tim23-1 mutant yeast, primary screen, luminescence, uHTS | S. cerevisiae tim23-1 growth, BacTiter-Glo luminescence, 24 h | inhibition, % at 20 µM | 330,000 tested, 1.3% active;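 active = growth inhibition of the mutant yeast at or above 50%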;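 also: temperature-sensitive mutant grown at 25 °C; plate controls were DMSO-treated mutant yeast for no effect and medium wells lacking yeast for full effect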
CXCR6 block – CXCR6 receptor inhibitors, primary screen, cell-based, beta-arrestin, luminescence, CHO-K1 PathHunter, 1536-well. inhibition, % at 20 µM. 360,000 tested, 0.36% active; in the data active = inhibition above about 34%, passing the limit was not always enough;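 also: antagonist mode with CXCL16 agonist at 10 nM final; 0% = 10 nM CXCL16 with DMSO and 100% = unstimulated wells without agonist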
Mdm2 MdmX PPI – inhibitors of human Mdm2-MdmX association, primary screen, cell-based, luminescence, split luciferase, SaOS-2, uHTS; Protein Mdm4 (Homo sapiens) + E3 ubiquitin-protein ligase Mdm2 (Homo sapiens), …; SaOS-2 split-luciferase Mdm2/MdmX complementation; inhibition, % at 8 µM; 330,000 tested, 3% active; AID 485346, 2010;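 active = inhibition of at least 50% at 8 µM in the primary screen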
Target sequence (O15151 whole entry, looked up): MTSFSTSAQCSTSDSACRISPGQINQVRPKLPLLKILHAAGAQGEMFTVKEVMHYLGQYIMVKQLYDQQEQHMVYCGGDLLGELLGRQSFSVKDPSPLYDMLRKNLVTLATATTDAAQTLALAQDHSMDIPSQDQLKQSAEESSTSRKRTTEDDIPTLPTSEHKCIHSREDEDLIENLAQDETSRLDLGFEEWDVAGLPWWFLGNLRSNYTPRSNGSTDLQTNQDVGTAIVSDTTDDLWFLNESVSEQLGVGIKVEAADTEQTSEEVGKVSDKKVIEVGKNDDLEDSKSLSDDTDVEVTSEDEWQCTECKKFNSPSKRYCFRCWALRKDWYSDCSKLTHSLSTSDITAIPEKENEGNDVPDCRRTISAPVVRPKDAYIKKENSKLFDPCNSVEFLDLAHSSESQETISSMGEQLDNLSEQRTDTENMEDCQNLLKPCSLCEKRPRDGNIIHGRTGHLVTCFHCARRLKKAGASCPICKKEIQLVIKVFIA
Target sequence (Q00987 whole entry, looked up): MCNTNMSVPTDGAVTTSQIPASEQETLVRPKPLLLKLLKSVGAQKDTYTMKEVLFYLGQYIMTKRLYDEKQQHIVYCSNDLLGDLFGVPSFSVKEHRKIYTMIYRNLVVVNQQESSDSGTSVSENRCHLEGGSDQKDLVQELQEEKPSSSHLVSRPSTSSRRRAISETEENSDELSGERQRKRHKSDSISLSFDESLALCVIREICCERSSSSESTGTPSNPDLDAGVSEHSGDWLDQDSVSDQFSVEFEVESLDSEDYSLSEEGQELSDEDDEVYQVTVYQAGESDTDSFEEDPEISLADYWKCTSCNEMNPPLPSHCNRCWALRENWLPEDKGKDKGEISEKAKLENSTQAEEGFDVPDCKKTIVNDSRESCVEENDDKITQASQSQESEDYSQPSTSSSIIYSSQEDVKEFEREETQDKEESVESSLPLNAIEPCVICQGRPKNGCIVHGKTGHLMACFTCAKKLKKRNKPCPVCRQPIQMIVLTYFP
APJ ag – agonists of human apelin receptor APJ, primary screen, CHO-K1 cells, PathHunter beta-arrestin, luminescence; 0% DMSO wells, 100% apelin; activation, % at 20 µM; 330,000 tested, 0.11% active; AID 2520, 2010;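 active = activation more than six SD over the plate average, tested at 20 µM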;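 also: 0% = DMSO alone and 100% = apelin-13 at 10 nM; some results filed as inactive read as strong as hits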
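Incubation: overnight seeding, 90 min compound at 25 °C, 1 h detection; test system: PathHunter CHO-K1 APJ (AGTRL-1) beta-arrestin reporter cells; amount: 1000 cells/well; doses: one dose, 20 µM compound, 1% DMSO; measured by: beta-gal luminescence; measure: agonist-driven arrestin binding to APJ; benchmarks: negative DMSO alone, positive Apelin-13 at 10 nM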
UPR XBP1 act – activators of adaptive XBP1 UPR arm, primary screen, cell-based, CHO-XBP1 luciferase reporter, luminescence, uHTS; IRE1-XBP1 UPR activation; percent of tunicamycin response, DMSO as zero; activation, % at 20 µM; 330,000 tested, 0.33% active;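 active = versus positive control, 20 µM dose yields 30% or more activation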;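 also: 100% = tunicamycin at 10 µg/mL and 0% = DMSO only wells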
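Material: CHO cell line with stable XBP1 luciferase reporter; buffer or medium: F12 medium containing 10% fetal bovine serum; compound: single point, 20 µM final compound, 1% DMSO; incubation: 6 h treatment, 37 °C; measured by: glow luminescence from Steady-Glo reagent; evaluation: activation, % of tunicamycin; control set: tunicamycin high, DMSO low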
* = called active by the depositor.

`COC(=O)c1ccccc1NC(=O)C1CCN(C(=O)c2cc(OC)c(OC)c(OC)c2)CC1` gave APJ antag -2, CCR6 antagonist 19, CHOP UPR activ 0.6, EBI2 block 1, tim23-1 inh 5, CXCR6 block 0, Mdm2 MdmX PPI -1, APJ ag 0 and UPR XBP1 act -2.
For COc1cccc(C(=O)N2c3ccccc3Sc3ccccc32)c1 the results were APJ antag 4, CCR6 antagonist -6, CHOP UPR activ 0.1, EBI2 block 12, tim23-1 inh 11, CXCR6 block 3, Mdm2 MdmX PPI 15, APJ ag -4 and UPR XBP1 act 0.
Screening O=C(Cc1cccs1)N1CCCC(c2nc(-c3ccc(S(=O)(=O)N4CCCC4)cc3)no2)C1 (stereo not given) returned APJ antag -12, CCR6 antagonist 9, CHOP UPR activ -0.1, EBI2 block -5, tim23-1 inh 31, CXCR6 block 5, Mdm2 MdmX PPI -1, APJ ag 1 and UPR XBP1 act 0.
Screening O=c1c(Cl)c(Cl)cnn1Cc1nnc(-c2ccccc2Br)o1 returned APJ antag 22, CCR6 antagonist -3, CHOP UPR activ -8.4, EBI2 block 25, tim23-1 inh 78*, CXCR6 block -4, Mdm2 MdmX PPI 100*, APJ ag -5 and UPR XBP1 act -7.
For Cn1c(N)c(C#N)c2c(c1=S)COC(C)(C)C2 the results were APJ antag -1, CCR6 antagonist 8, CHOP UPR activ -1.2, EBI2 block 2, tim23-1 inh 7, CXCR6 block -2, Mdm2 MdmX PPI 8, APJ ag -2 and UPR XBP1 act 2.
`N#Cc1cccc2cnccc12` gave APJ antag 4, CCR6 antagonist -18, CHOP UPR activ -1.0, EBI2 block -9, tim23-1 inh 13, CXCR6 block -5, Mdm2 MdmX PPI -1, APJ ag -2 and UPR XBP1 act -1.
For CC(=O)NCCc1ccc(S(=O)(=O)NCc2ccc3c(c2)OCO3)cc1 the results were APJ antag 11, CCR6 antagonist 5, CHOP UPR activ -1.1, EBI2 block -1, tim23-1 inh 8, CXCR6 block 0, Mdm2 MdmX PPI 4, APJ ag -1 and UPR XBP1 act -4.
For COc1cc2c(cc1OC)C(C)N(C(=O)Nc1ccc(F)cc1)CC2 (stereo not given) the results were APJ antag -12, CCR6 antagonist 2, CHOP UPR activ -1.6, EBI2 block -7, tim23-1 inh 19, CXCR6 block -1, Mdm2 MdmX PPI 28, APJ ag -1 and UPR XBP1 act -5.
Screening Cc1c(C(=O)NCCC2=CCCCC2)sc2ncnc(N3CCCCC3C)c12 (stereo not given) returned APJ antag 14, CCR6 antagonist 20, CHOP UPR activ -0.1, EBI2 block -5, tim23-1 inh 28, CXCR6 block -1, Mdm2 MdmX PPI 15, APJ ag -1 and UPR XBP1 act -1.
O=C(CC1C(=O)NCCN1C(=O)Nc1ccccc1)Nc1ccc2c(c1)OCCO2 (stereo not given) was read as APJ antag 11, CCR6 antagonist 15, CHOP UPR activ -0.1, EBI2 block -7, tim23-1 inh 11, CXCR6 block 1, Mdm2 MdmX PPI 14, APJ ag -3 and UPR XBP1 act 0.
Screening O=C(N/N=C/c1sc(N2CCOCC2)nc1-c1ccccc1)c1cccc(S(=O)(=O)N2CCOCC2)c1 returned APJ antag 18, CCR6 antagonist 5, CHOP UPR activ 1.4, EBI2 block 3, tim23-1 inh 1, CXCR6 block 18, Mdm2 MdmX PPI 76*, APJ ag -3 and UPR XBP1 act -2.
Cc1cc(NC(=O)Cc2ccccc2)ccc1NC(=O)c1cccs1 was read as APJ antag -9, CCR6 antagonist 7, CHOP UPR activ 0.7, EBI2 block -7, tim23-1 inh -5, CXCR6 block 6, Mdm2 MdmX PPI 0, APJ ag 1 and UPR XBP1 act 3.
Screening Cc1ccc(-n2nnnc2SC(C)C(=O)Nc2ccccc2-c2ccccc2)cc1 (stereo not given) returned APJ antag 11, CCR6 antagonist 15, CHOP UPR activ -2.2, EBI2 block 8, tim23-1 inh -10, CXCR6 block 10, Mdm2 MdmX PPI 0, APJ ag -3 and UPR XBP1 act -8.
COc1cc(CN(C(=O)c2ccco2)C2CCS(=O)(=O)C2)cc(OC)c1OC (stereo not given) was read as APJ antag -3, CCR6 antagonist -12, CHOP UPR activ -1.0, EBI2 block -4, tim23-1 inh 5, CXCR6 block 3, Mdm2 MdmX PPI 0, APJ ag 1 and UPR XBP1 act -6.
For COc1ccc(NC(=O)c2nnn(CC(=O)Nc3ccc4c(c3)OCO4)c2N)cc1OC the results were APJ antag 10, CCR6 antagonist 11, CHOP UPR activ -0.5, EBI2 block -5, tim23-1 inh -5, CXCR6 block -8, Mdm2 MdmX PPI 28, APJ ag 4 and UPR XBP1 act -2.
For Cc1ccc(-c2csc(NC(=O)c3ccc(Br)cc3)c2C(=O)O)cc1 the results were APJ antag -12, CCR6 antagonist -1, CHOP UPR activ 3.7, EBI2 block -3, tim23-1 inh 84*, CXCR6 block 2, Mdm2 MdmX PPI -44, APJ ag -1 and UPR XBP1 act 3.
`COc1ccc(-c2cc3c(=O)n(CC(=O)NCCCN4CCC(N5CCCCC5)CC4)nc(C)n3n2)cc1` gave APJ antag -11, CCR6 antagonist -2, CHOP UPR activ 2.9, EBI2 block -6, tim23-1 inh -54, CXCR6 block 1, Mdm2 MdmX PPI 99*, APJ ag 1 and UPR XBP1 act 3.
`Cc1ccsc1/C=N/NC(=O)CNC(=O)c1ccccc1` gave APJ antag -2, CCR6 antagonist 8, CHOP UPR activ 1.0, EBI2 block 3, tim23-1 inh 0, CXCR6 block 3, Mdm2 MdmX PPI 12, APJ ag -2 and UPR XBP1 act 2.
Screening COc1ccc(N2CN=C3SCC(=O)N3C2)cc1 returned APJ antag 3, CCR6 antagonist 16, CHOP UPR activ 1.7, EBI2 block -11, tim23-1 inh 7, CXCR6 block -9, Mdm2 MdmX PPI 10, APJ ag -1 and UPR XBP1 act 0.
Screening Cn1nc(C(=O)NNC(=O)C2CSC3(C)CCC(=O)N23)c2ccccc2c1=O (stereo not given) returned APJ antag 8, CCR6 antagonist 5, CHOP UPR activ 0.6, EBI2 block -11, tim23-1 inh -2, CXCR6 block 4, Mdm2 MdmX PPI 4, APJ ag -1 and UPR XBP1 act -3.
N#CCC(CNc1ncc(C(F)(F)F)cc1Cl)OC(=O)c1ccc(Cl)cc1Cl (stereo not given) was read as APJ antag 6, CCR6 antagonist 6, CHOP UPR activ -0.2, EBI2 block 11, tim23-1 inh 17, CXCR6 block -9, Mdm2 MdmX PPI -11, APJ ag 0 and UPR XBP1 act 5.
Screening N#Cc1cccc(NC(=O)CNc2cccc(S(=O)(=O)N3CCCCC3)c2)c1 returned APJ antag -24, CCR6 antagonist -6, CHOP UPR activ 3.0, EBI2 block 8, tim23-1 inh 19, CXCR6 block -1, Mdm2 MdmX PPI 0, APJ ag 8 and UPR XBP1 act -1.
CCC1(CC)Cc2ccccc2C(Nc2c(C)n(C)n(-c3ccccc3)c2=O)=N1 was read as APJ antag -14, CCR6 antagonist -4, CHOP UPR activ 0.0, EBI2 block -2, tim23-1 inh 2, CXCR6 block 8, Mdm2 MdmX PPI 20, APJ ag -3 and UPR XBP1 act -6.
`CCOC(=O)c1sc(N)nc1C(C)(C)C` gave APJ antag 19, CCR6 antagonist 6, CHOP UPR activ -0.7, EBI2 block -13, tim23-1 inh 11, CXCR6 block 3, Mdm2 MdmX PPI 28, APJ ag -2 and UPR XBP1 act -5.
`Cn1nccc1C(=O)N1CCN(c2cccc(Cl)c2)CC1` gave APJ antag 1, CCR6 antagonist -7, CHOP UPR activ -0.4, EBI2 block -4, tim23-1 inh 22, CXCR6 block 4, Mdm2 MdmX PPI 17, APJ ag 7 and UPR XBP1 act -1.
Screening O=C(NCCN1CCOCC1)c1ccccc1N1C(=O)[C@@H]2Cc3c([nH]c4ccccc34)C(c3ccc(F)cc3)N2C1=O (stereo not given in full) returned APJ antag -24, CCR6 antagonist 10, CHOP UPR activ -0.9, EBI2 block 2, tim23-1 inh 1, CXCR6 block -11, Mdm2 MdmX PPI 14, APJ ag 0 and UPR XBP1 act 0.
`CCOP(=O)(OCC)C(NC(=O)Nc1ccc(C)c(Cl)c1)c1ccccc1` (stereo not given) gave APJ antag 6, CCR6 antagonist 5, CHOP UPR activ -0.9, EBI2 block -2, tim23-1 inh 4, CXCR6 block -1, Mdm2 MdmX PPI -5, APJ ag 0 and UPR XBP1 act -4.
NC1(C#Cc2ccc3c(=O)c4ccccc4sc3c2)CCCCC1 was read as APJ antag 1, CCR6 antagonist 3, CHOP UPR activ 1.4, EBI2 block -4, tim23-1 inh 36, CXCR6 block -16, Mdm2 MdmX PPI 33, APJ ag 2 and UPR XBP1 act -4.

These rows are one share of the data; rates above refer to the full screens.
